Screens from PubChem BioAssay.
DAX1 inh-1: inhibits human nuclear receptor DAX1; P51843; HEK293 Gal4-DAX1 luciferase reporter, luminescence; inhibition, % at 6.75 µM; 340,000 compounds, 0.99% hits; AID 504766;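 active means inhibition above the mean over all tested compounds plus 3 SD, cut at about 4.2% in these data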;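 further: 0% = DAX1-transfected cells with DMSO and 100% = empty-vector control cells with DMSO; inhibition shows as a rise in luminescence from relieved DAX1 repression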
Target sequence (P51843 207-470 limits assumed): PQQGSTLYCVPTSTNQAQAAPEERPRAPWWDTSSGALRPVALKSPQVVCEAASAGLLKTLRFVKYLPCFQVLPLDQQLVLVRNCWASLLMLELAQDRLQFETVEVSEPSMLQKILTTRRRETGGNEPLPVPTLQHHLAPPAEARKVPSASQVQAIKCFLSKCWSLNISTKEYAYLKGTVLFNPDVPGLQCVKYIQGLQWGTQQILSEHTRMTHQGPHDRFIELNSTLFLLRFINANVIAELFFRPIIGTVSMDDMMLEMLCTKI
hgDAF-12 ag: agonists of H. glycines DAF-12 nuclear receptor | AID 687014 | 370,000 compounds, 1.8% hits | activation, % at 6.8 µM | HEK293 GAL4-hgDAF12 UAS-luciferase reporter, agonist luminescence; normalized to butyrate control;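 active means activation above a cutoff set at the mean of all screened compounds plus 3 SD, cut at about 10% in these data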;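 further: 0% = DMSO wells and 100% = sodium butyrate wells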
PG9 binder: small molecules binding HIV-1 gp120 antibody PG9; 360,000 compounds, 0.43% hits; TR-FRET gp120-PG9 antibody binding; inhibition, % at 6.7 µM; in the data active means inhibition above about 8.5%
ADAM10 inh: inhibitors of human ADAM10; O14672; recombinant ADAM10, EDANS/DABCYL FRET peptide cleavage, 3 h; inhibition, % at 7 µM; 370,000 compounds, 0.62% hits;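 active means inhibition above a per-campaign cutoff equal to the mean of compounds falling between control-based bounds plus 3 SD, cut at about 20% in these data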;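 further: 0% = DMSO wells while the 100% control is not disclosed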
FXN GAA850 act: frataxin GAA850 promoter activation | HEK293 lucGAA850 FXN promoter luciferase reporter, 24 h; percent of 10 µM SAHA response | activation, % at 6 µM | 360,000 compounds, 0.56% hits | AID 540364;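 active means activation above the average of all compounds screened plus 3 SD, cutoff fixed separately per campaign, cut at about 7.5% in these data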;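 further: 0% = DMSO wells and 100% = 10 µM SAHA wells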
DAX1 inh-2: blocks DAX1 repression of SF-1 activated StAR promoter | 370,000 compounds, 1.1% hits | AID 652010 | HEK293T StAR-luciferase reporter, SF-1/DAX-1 repression relief | inhibition, % at 6.8 µM;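 active means inhibition above the mean over all tested compounds plus 3 SD, cut at about 3.6% in these data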;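 further: 0% = DAX-1 cells with DMSO and 100% = cells lacking DAX-1 with DMSO; higher inhibition means more luminescence from relief of DAX-1 repression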
SMARCA2 act: SMARCA2 function activation, primary screen; MG213 cells, MMTV-luciferase reporter, dexamethasone, overnight; AID 652017; 370,000 compounds, 1% hits; activation, % at 9.1 µM; in the data active means activation above about 7.8%;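 further: 0% = vehicle wells and 100% = reference activator wells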
hcDAF-12 act: activates DAF-12 receptor from parasite H. contortus; HEK293 hcDAF-12 lit1-tk-luc reporter, luminescence; 0% DMSO, 100% Δ7-dafachronic acid; activation, % at 6.8 µM; 370,000 compounds, 1.4% hits; AID 652067;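 active means activation above the mean of all tested compounds plus 3 SD, cut at about 5.5% in these data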;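 further: 100% = response to 3 µM Δ7-dafachronic acid high control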
ssDAF12 agonist: activators of S. stercoralis DAF-12 nuclear receptor | HEK293 ssDAF-12/GRIP1 lit1-tk-luc reporter, luminescence; % of 3 µM dafachronic acid response | 370,000 compounds, 1% hits | activation, % at 6.8 µM | AID 652126;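 active means activation above the mean over all tested compounds plus 3 SD, cut at about 0.9% in these data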;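 further: 0% = DMSO-only wells and 100% = 3 µM delta7-dafachronic acid wells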
ADAM17 inh: ADAM17 inhibition, QFRET primary screen; P78536; recombinant ADAM17, EDANS/DABCYL FRET peptide cleavage; inhibition, % at 6.95 µM; AID 720648; 370,000 compounds, 0.83% hits;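 active means inhibition above the mean of compounds lying between control limits plus 3 SD, set per campaign, cut at about 8.5% in these data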;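 further: 0% = DMSO-only wells as the low control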
Target sequence (P78536 215-824 limits assumed): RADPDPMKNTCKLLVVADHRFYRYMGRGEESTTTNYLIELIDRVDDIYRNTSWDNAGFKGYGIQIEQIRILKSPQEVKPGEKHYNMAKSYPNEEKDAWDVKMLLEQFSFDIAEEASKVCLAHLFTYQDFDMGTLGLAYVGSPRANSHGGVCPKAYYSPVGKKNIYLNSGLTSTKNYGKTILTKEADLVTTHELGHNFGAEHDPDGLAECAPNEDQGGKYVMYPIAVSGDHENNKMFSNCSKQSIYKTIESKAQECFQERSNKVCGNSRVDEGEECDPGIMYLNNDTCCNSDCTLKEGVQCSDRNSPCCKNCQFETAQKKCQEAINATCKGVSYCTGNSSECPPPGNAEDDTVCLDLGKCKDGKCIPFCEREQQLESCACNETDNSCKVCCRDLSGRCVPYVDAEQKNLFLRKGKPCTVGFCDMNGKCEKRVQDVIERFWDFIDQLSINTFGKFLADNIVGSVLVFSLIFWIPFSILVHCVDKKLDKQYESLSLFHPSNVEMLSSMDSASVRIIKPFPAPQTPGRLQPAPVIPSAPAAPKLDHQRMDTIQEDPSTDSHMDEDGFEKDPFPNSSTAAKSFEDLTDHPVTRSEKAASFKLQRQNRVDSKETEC
GC-A act: GC-A (human) enzyme activation; P16066; HEK293 GC-A cells, cGMP TR-FRET, EC30 ANP; 0% at EC30 ANP, 100% saturating ANP; activation, % at 10 µM; 370,000 compounds, 0.14% hits; AID 1671463; in the data active means activation above about 40%
* marks the source's active call; other numbers are inactive results; i = inactive; x = no result given.

SMILES	DAX1 inh-1	hgDAF-12 ag	PG9 binder	ADAM10 inh	FXN GAA850 act	DAX1 inh-2	SMARCA2 act	hcDAF-12 act	ssDAF12 agonist	ADAM17 inh	GC-A act
COC(=O)c1cc(-c2ccc(OC)cc2)n[nH]1	2.1	11*	1.4	-4	3.4	0.1	4	-0.4	-1.0	-5	-4
COc1ccccc1C(=O)NNC1=NS(=O)(=O)c2ccccc21	1.6	2.4	1.0	-7	2.5	0.1	0	4.0	-0.1	-1	2
COc1ccc(CC(=O)OCC(=O)Nc2ccc3c(c2)OCO3)cc1OC	0.6	-1.2	-1.1	8	1.8	0.1	2	-1.3	-0.9	-1	3
COc1ccc(OC)c(C(O)c2ncc(-c3cccc(C(F)(F)F)c3)[nH]2)c1 (stereo not given)	x	2.2	0.8	1	-1.2	-0.6	-1	0.8	-1.2	0	-3
Cc1ccc(-c2nnn(CC(=O)N3CCN(c4nc5ccccc5s4)CC3)n2)cc1	0.6	3.9	0.4	2	-0.6	-0.7	-3	-0.9	-1.1	-3	-4
COc1cccc(N2CC(C(=O)Nc3c(C)cccc3C)CC2=O)c1 (stereo not given)	0.6	-0.9	0.8	-7	-3.3	-0.2	0	-1.0	-0.3	-1	6
O=C(O)c1ccc(OCc2ccc(C(=O)O)o2)cc1	-0.3	1.5	-1.2	-7	-1.2	0.4	3	-0.8	-1.2	-4	2
NC(=O)C1(C(N)=O)OC1c1ccccc1 (stereo not given)	1.4	1.3	1.3	2	4.2	0.3	-1	-1.0	-1.8	-4	0
COc1ccc(-c2cccc(CCC(=O)N3CCN(c4cc(C)ccc4C)CC3)c2)cc1	0.2	0.5	0.7	2	0.4	0.2	-4	0.8	-1.4	3	-3
CCC(C)[C@H](NC(=O)NCc1ccc(F)cc1)C(=O)O (stereo not given in full)	0.1	-2.8	-1.3	-2	-0.1	0.1	-4	1.4	-0.7	-3	2

Compounds listed so far that contain nitrogen in an aromatic ring, in the order listed:
SMILES	DAX1 inh-1	hgDAF-12 ag	PG9 binder	ADAM10 inh	FXN GAA850 act	DAX1 inh-2	SMARCA2 act	hcDAF-12 act	ssDAF12 agonist	ADAM17 inh	GC-A act
COC(=O)c1cc(-c2ccc(OC)cc2)n[nH]1	2.1	11*	1.4	-4	3.4	0.1	4	-0.4	-1.0	-5	-4
COc1ccc(OC)c(C(O)c2ncc(-c3cccc(C(F)(F)F)c3)[nH]2)c1 (stereo not given)	x	2.2	0.8	1	-1.2	-0.6	-1	0.8	-1.2	0	-3
Cc1ccc(-c2nnn(CC(=O)N3CCN(c4nc5ccccc5s4)CC3)n2)cc1	0.6	3.9	0.4	2	-0.6	-0.7	-3	-0.9	-1.1	-3	-4

Following part.
SMILES	DAX1 inh-1	hgDAF-12 ag	PG9 binder	ADAM10 inh	FXN GAA850 act	DAX1 inh-2	SMARCA2 act	hcDAF-12 act	ssDAF12 agonist	ADAM17 inh	GC-A act
COc1cccc(OCC(=O)NC2CCS(=O)(=O)C2)c1 (stereo not given)	-1.5	1.6	-0.6	-5	1.0	-0.4	-1	0.3	-0.5	1	4
S=P(N1CC1)(N1CC1)N1CC1	-1.6	0.8	-2.1	-7	-1.5	-1.5	-4	1.7	-1.2	-4	4
Cn1c(=O)c(C(=O)NCCc2ccccc2)c(O)c2ccccc21	-1.5	1.4	0.3	1	1.4	-0.6	-1	6.3*	1.7*	-2	0
COc1ccc(NC(=O)c2ccco2)cc1NC(=O)c1ccccc1	-0.8	1.8	1.9	-1	-1.3	-0.5	-2	-2.2	-1.1	-2	6
Cn1c(=O)c(NCCc2ccccc2)c2c3c(cccc31)C(=O)c1ccccc1-2	-2.0	-0.8	4.5	6	-0.7	-0.8	-1	-3.4	-1.6	-2	29
CCOC(=O)C1(C)CCCN(C(=O)c2ccc(F)c(Cl)c2)C1 (stereo not given)	x	-2.1	0.1	-10	-1.7	-0.3	-2	-1.3	-1.5	-4	-13
CCCCC1CCCC12NC(=O)NC2=O (stereo not given)	1.8	-0.3	0.4	-4	1.9	-0.1	-4	-1.7	-1.2	-9	6
O=C(Nc1ccccc1)SC1CCCCC1	2.3	12*	-1.6	-3	5.2	0.9	0	3.0	0.0	-4	11
O=Cc1[nH]c2ccccc2c1N(C(=O)CCl)c1ccc([N+](=O)[O-])cc1	2.8	-6.3	-2.3	6	0.1	-1.1	-9	-4.5	-3.0	1	-24
Cc1cc(C)c(NC(=O)CNC(=O)COC(=O)C2=COCCO2)c(C)c1	1.5	0.2	1.8	1	2.2	-0.5	-1	-1.6	-0.4	0	1
NC(=O)c1ccc(NC(=O)c2ccc(CN3CCOCC3)cc2)cc1	0.5	-0.7	0.6	-5	4.9	0.9	-5	-0.7	-1.5	-4	0
c1csc(Cc2nc3ccccc3[nH]2)c1	0.7	5.0	1.6	-9	3.0	1.8	7	1.2	-0.7	-2	-1
N#CCCN(C(=O)CN1c2cccc3cccc(c23)S1(=O)=O)c1ccccc1	2.0	2.6	-0.3	-346	2.4	-1.0	-2	-1.7	-1.2	-89	-1
CN(c1cccnc1)c1ccc(NC(=O)CCc2c[nH]c3ccccc23)cc1Br	x	0.3	-2.5	-23	x	-0.8	-1	1.2	-0.4	-10	0
CCN1CCCC1CNC(=O)Cn1cnc2ccc(S(=O)(=O)N3CCC(C)CC3)cc2c1=O (stereo not given)	0.1	1.1	0.5	3	1.7	-0.8	0	-1.9	-1.6	-5	3
Cc1cc(C(=O)OCC(=O)NNC(=O)c2cccs2)ccc1[N+](=O)[O-]	0.6	2.6	1.0	-6	0.3	-0.9	-4	0.2	-1.1	-7	1
CCCc1nc2c(s1)CCc1onc(-c3ccc(Br)cc3)c1-2	2.0	0.1	0.7	3	-0.2	0.1	1	0.3	-1.0	-3	-3
Cc1nn(C)c(C)c1S(=O)(=O)N(CC(=O)NCCCN1CCC(C)CC1)c1ccc(C(C)C)cc1	0.9	0.8	-0.5	1	0.4	0.7	-1	0.1	-1.1	-5	-1
COc1ccc(-n2c(C)c(C(C)=O)c3cc(O)ccc32)cc1	0.9	3.0	-3.7	-2	-7.0	-0.9	-4	-2.0	-1.8	-1	20
O=C1CC(Sc2ccc(Cl)cc2)C(=O)N1Cc1ccncc1 (stereo not given)	0.6	0.0	-0.9	-4	-1.3	0.4	0	-1.9	-1.1	-4	2
CC(OC(=O)c1nn(C)c(=O)c2ccccc12)C(=O)NC1CCCCC1C (stereo not given)	-0.7	-1.4	0.1	-9	2.0	0.6	-3	0.8	-1.3	-2	2
COc1ccc(C(=O)/C=C2/C(=O)Nc3ccccc32)cc1	-1.3	-0.7	-0.2	-7	2.3	-0.9	-3	-0.2	-1.7	0	0
Cc1ccc(NC(=S)NC(NC(=O)c2ccco2)C(Cl)(Cl)Cl)cc1 (stereo not given)	-0.7	-1.3	-1.0	10	-1.4	-1.0	3	-1.4	-1.0	4	-7
CCCn1nnnc1NCc1ccc(OC)cc1	2.2	0.1	-0.5	1	0.0	0.3	4	0.7	0.3	-2	5
COC(=O)C1=C(N)OC2=C(C(=O)CC(C)(C)C2)C1c1ccoc1 (stereo not given)	-0.2	2.5	-3.4	-1	0.5	0.3	3	-0.5	-0.9	2	-1
O=C1COc2ccc(C(=O)CSc3ccccc3C(=O)O)cc2N1	-0.1	-1.7	-1.1	4	0.9	-0.2	2	0.3	-1.2	-1	4
CCc1ccccc1NC(=O)CNC(=O)CCc1nc2sc3c(c2c(=O)[nH]1)CCCC3	-0.8	-0.5	19*	-10	-2.4	1.2	1	1.6	-0.9	-5	-3
Cn1c(/C=C/c2ccccc2)nc2ccccc21	-3.5	11*	0.1	i	-2.6	4.6*	8.9*	9.0*	0.1	-244	-1
C=CCN=C1S/C(=C\c2ccc(N(C)C)cc2)C(=O)N1CC=C	4.7*	3.4	-4.3	5	7.3	0.8	7	-1.5	-0.9	2	-4
COc1ccc(/C=C/C(=O)NC(=S)NNC(=O)c2ccco2)cc1OC	1.7	-0.7	0.9	-4	2.0	0.2	-3	0.7	-0.8	-10	0
N#CC(C#N)=Cc1ccc(NC(=O)c2ccc(Br)cc2)cc1	-0.1	7.5	-0.5	9	4.3	0.4	9.2*	0.8	-0.5	0	1
CO/N=C\CC(=O)Nc1ccc(Cl)cc1Cl	-0.6	-1.4	-0.1	-3	-2.4	-1.1	2	-1.6	-2.0	-4	-2
Cc1ccccc1CSCCNC(=O)CSCc1ccc([N+](=O)[O-])cc1	0.4	0.2	-4.4	9	-2.0	-0.9	0	-1.5	-0.7	2	-5
C(=N\c1nccs1)/c1c[nH]c2ccccc12	1.1	3.9	-1.3	8	0.4	0.2	4	3.2	0.2	-2	3
O=S(=O)(c1ccc(N2CCC(c3ccc(Cl)cc3)=N2)cc1)N(CCO)CCO	0.9	-1.9	0.9	i	4.6	-0.2	2	0.0	-1.2	i	17
OC[C@H]1O[C@@H](n2cnc3c(NC4CCCC4)ncnc32)[C@H](O)[C@@H]1O	1.8	-3.4	-0.5	4	7.0	1.0	0	-1.7	-1.6	-4	-2
CCn1c(CSCc2ccc(C)cc2)n[nH]c1=S	0.2	-1.4	1.1	-3	0.7	-0.2	-1	-0.8	-1.1	-1	3
CCOC(=O)[C@@H]1[C@H]2COc3cc(OC)ccc3[C@@H]2N2C(=O)N(c3ccc(Br)cc3)C(=O)[C@]12C	0.8	-2.2	0.2	1	1.7	0.7	-1	-1.1	-1.3	-5	-2
Cc1cc(NCCN(C)C)n2nc(-c3cccs3)cc2n1	0.8	2.0	-2.4	-95	-1.6	0.1	0	0.1	-0.5	-38	-4
O=C1OCC2=C1C(c1ccccc1)CC(=O)N2c1ccc(F)cc1 (stereo not given)	0.5	12*	0.1	9	-0.5	1.1	-5	-1.0	-1.4	2	1
COc1ccc(S(=O)(=O)N2CCC(c3nc4ccccc4[nH]3)CC2)cc1	0.0	-0.1	0.7	0	-0.2	0.3	-2	-0.8	-0.8	0	-4
CCCC[C@@H]1CC2=C(C(=O)OC(C)(C)O2)[C@@H](c2ccc(Cl)cc2)O1	x	0.7	1.0	3	x	-1.4	1	0.3	-0.6	-2	-11
Cc1cc(NC(=O)COC(=O)C2CCC2)no1	-2.1	1.7	-4.5	9	-0.2	0.1	3	-0.4	-0.9	-1	4
CCc1ccccc1N1CSC2=C(C#N)C(c3ccccc3F)CC(=O)N2C1 (stereo not given)	1.2	-1.7	2.4	-47	0.1	-0.4	1	-0.2	-1.5	-11	5
Cc1ccc(S(=O)(=O)O)c(C)c1N1CCCC1=O	0.2	3.8	1.7	5	-0.8	0.7	2	-0.8	-1.1	5	3
COc1ccc(OC)c(Nc2nc(N)c([N+](=O)[O-])c(N3CCOCC3)n2)c1	0.2	-1.2	-1.1	8	3.6	-0.7	-1	-3.5	-1.8	-2	9
CCCC(=O)N1CCc2cc(OC)c(OC)cc2C1c1cc2cc3c(cc2[nH]c1=O)OCO3 (stereo not given)	-0.3	-1.8	1.9	-186	1.4	0.4	-3	-2.9	-1.1	-70	4
O=C1CSC(c2cccc([N+](=O)[O-])c2)N1CCN1CCCCC1 (stereo not given)	-0.2	-0.3	0.9	1	1.4	-0.7	-3	4.2	-1.1	-2	5
O=C(O)c1cccc(Sc2cc(Cl)ccc2C(=O)O)c1	0.4	1.8	1.3	-4	1.7	1.5	-1	-0.8	-1.1	-4	5
